# Bioassay records as filed in PubChem BioAssay.
# VIM-2 inhibitor: blocks Pseudomonas aeruginosa VIM-2 metallo-beta-lactamase; purified VIM-2, nitrocefin hydrolysis, epi-absorbance fluorescence; inhibition, % at 5.6 µM; 0.89% of 290,000 active;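 active means inhibition above the mean of all tested compounds plus 3 SD, cutoff set per screening run, cut at about 7.5% in these data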;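 further: red hydrolysis product quenches plate fluorescence so inhibitors raise well fluorescence; 0% = enzyme with DMSO and 100% = DMSO without enzyme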
# IMP-1 inh: inhibitors of Pseudomonas aeruginosa IMP-1 metallo-beta-lactamase. purified IMP-1, nitrocefin hydrolysis, epi-absorbance fluorescence. inhibition, % at 5.6 µM. 0.45% of 290,000 active. AID 1556;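 active means inhibition above the mean plus 3 SD of all compounds in the same screening run, cut at about 4.5% in these data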;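 further: 0% = IMP-1 with DMSO and 100% = DMSO wells lacking enzyme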
#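 system = purified recombinant IMP-1 beta-lactamase | amount = 0.2 nM IMP-1, as dispensed | medium = HEPES buffer pH 7.1 with ZnSO4 and Brij 35 | times = 25 °C, 15 min preincubation, 25 min reaction | detection = plate fluorescence quenching by hydrolysis product, ex 480/em 530 nm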
# DNA FID counter: counter-screen for HCV NS3 helicase inhibitors: DNA intercalator displacement; inhibition, % at 7.9 µM; 0.17% of 290,000 active; AID 1845; DNA fluorescent intercalator displacement, fluorescence; in the data active means inhibition above about 37%;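 further: 0% = vehicle and 100% = reference compound; higher means more ethidium bromide displaced from hairpin DNA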
# UBC9 SUMO inh: inhibitors of human SUMOylation (UBC9) | 0.36% of 290,000 active | AID 2006 | HTRF SUMOylation assay, SAE1/SAE2 + UBC9, in vitro | P63279 | inhibition, % at 35 µM; in the data active means inhibition above about 50%, passing the limit was not always enough; further: strong numbers were not always called active
# p-CIP stab down: p/CIP protein destabilization. Q05BA5. F442A p/CIP-EGFP cells, EGFP fluorescence, 16 h. decrease of EGFP signal, % at 10 µM. 0.01% of 290,000 active. AID 1984;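 active means EGFP signal decrease of at least 30% at 10 µM or well 3 SD below plate mean, unless failing retest; inactive means the rest, including hits failing retest or dose response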; further: some compounds called inactive have numbers as strong as hits; many of its hits are not listed in these tables
# Target sequence (Q05BA5 1-1403): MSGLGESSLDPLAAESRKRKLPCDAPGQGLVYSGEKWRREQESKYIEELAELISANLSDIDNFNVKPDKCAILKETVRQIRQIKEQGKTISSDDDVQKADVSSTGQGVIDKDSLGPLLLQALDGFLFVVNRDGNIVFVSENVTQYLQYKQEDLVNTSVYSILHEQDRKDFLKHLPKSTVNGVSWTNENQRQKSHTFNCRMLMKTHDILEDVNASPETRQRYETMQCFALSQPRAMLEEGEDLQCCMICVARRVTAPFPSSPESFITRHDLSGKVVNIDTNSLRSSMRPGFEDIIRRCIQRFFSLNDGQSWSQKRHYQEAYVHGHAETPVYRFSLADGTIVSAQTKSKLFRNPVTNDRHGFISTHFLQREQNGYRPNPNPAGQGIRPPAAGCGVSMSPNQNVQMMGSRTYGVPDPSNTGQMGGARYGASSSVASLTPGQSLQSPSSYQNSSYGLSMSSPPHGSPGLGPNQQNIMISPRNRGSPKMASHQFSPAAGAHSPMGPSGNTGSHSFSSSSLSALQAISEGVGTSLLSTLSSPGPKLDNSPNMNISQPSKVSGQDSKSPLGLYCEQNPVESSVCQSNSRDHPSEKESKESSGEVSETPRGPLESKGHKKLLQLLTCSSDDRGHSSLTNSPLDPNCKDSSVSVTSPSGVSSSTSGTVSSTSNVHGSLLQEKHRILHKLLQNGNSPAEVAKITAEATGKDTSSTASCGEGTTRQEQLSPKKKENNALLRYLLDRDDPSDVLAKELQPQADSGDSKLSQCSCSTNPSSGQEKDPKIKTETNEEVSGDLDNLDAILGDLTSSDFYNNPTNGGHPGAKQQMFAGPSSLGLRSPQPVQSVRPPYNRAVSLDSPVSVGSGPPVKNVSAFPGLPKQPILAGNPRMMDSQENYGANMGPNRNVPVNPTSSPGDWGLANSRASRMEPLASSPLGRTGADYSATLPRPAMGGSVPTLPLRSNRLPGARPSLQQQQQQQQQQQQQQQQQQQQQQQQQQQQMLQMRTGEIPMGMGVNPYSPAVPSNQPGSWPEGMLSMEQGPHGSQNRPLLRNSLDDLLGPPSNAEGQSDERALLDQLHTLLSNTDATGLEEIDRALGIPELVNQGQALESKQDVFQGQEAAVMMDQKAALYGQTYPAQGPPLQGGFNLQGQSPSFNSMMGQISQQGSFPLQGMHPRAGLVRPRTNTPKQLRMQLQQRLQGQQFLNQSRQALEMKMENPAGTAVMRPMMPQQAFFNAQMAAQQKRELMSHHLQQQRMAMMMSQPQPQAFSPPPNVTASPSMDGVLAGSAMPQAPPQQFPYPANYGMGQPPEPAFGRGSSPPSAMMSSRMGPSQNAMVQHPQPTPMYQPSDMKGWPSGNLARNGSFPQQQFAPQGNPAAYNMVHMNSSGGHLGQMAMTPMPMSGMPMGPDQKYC
# IDE cell activ: boosts human insulin-degrading enzyme activity in HEK cells; P14735; FAbeta-B cleavage, fluorescence polarization; 0% vehicle, 100% cell-free pure enzyme wells; activation, % at 5.96 µM; 0.073% of 340,000 active; AID 493087;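 active means activation above the mean of all tested compounds plus 3 SD, set per screening campaign, cut at about 17% in these data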
# PHOSPHO1 inh: PHOSPHO1 (human) inhibition; Q8TCT1; recombinant PHOSPHO1, absorbance phosphatase assay; inhibition, % at 13.3 µM; 1.1% of 290,000 active; in the data active means inhibition above about 60%
# MEKK3 PB1 HTS: MEKK3-MEK5 PB1 interaction, increase or decrease. Q99759. 1.4% of 290,000 active. binding response (% of control), % at 10 µM. bead-based flow cytometry, Alexa488-MEK5 binding to MEKK3; actives lie on both sides; 0 = blocked by unlabeled MEK5, 100 = vehicle;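 active means binding response more than 3 SD above or below the average of its plate-row segment, actives on both sides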;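 further: Alexa488 bead fluorescence after subtracting the streptavidin-only scavenger bead signal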
# HCV NS3 hel inh: HCV NS3 helicase inhibition; inhibition, % at 10.9 µM; NS3 helicase DNA unwinding, Cy5 molecular beacon fluorescence; AID 1800; 0.56% of 290,000 active;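 active means inhibition above the mean of all tested compounds plus 3 SD, set per campaign, cut at about 35% in these data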;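 further: 0% = DMSO wells and 100% = thioflavine S control wells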
#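 Material: hepatitis C virus NS3 helicase domain fragment enzyme; measured by: Cy5 fluorescence, 0 and 60 min reads; control set: DMSO and thioflavine S; incubation: 60 min unwinding reaction at 25 °C after ATP addition; read-out basis: % inhibition from 60/0 min fluorescence ratio, DMSO 0%, thioflavine S 100%; repeats: singlicate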
# An asterisk follows results filed as active; . = not tested or not shown.
SMILES,VIM-2 inhibitor,IMP-1 inh,DNA FID counter,UBC9 SUMO inh,p-CIP stab down,IDE cell activ,PHOSPHO1 inh,MEKK3 PB1 HTS,HCV NS3 hel inh
COc1ccc(CN(C)CC(=O)Nc2cc(OC)c([N+](=O)[O-])cc2C)c(OC)c1,1.0,1.4,7,-18,8,-3,1,133*,-1
CN(CCc1ccccn1)c1ncnc2[nH]ncc12,-3.2,-3.5,3,8,-12,3,26,98,6
CC(=O)c1ccc(NC(=O)C2=CC(c3ccc4c(c3)OCO4)=NS(=O)(=O)N2C)cc1,-4.8,-2.1,-13,-4,4,-2,33,100,2
O=c1[nH]nc(CNc2ccc(C(F)(F)F)cc2)c2ccccc12,0.5,-3.2,-4,-7,3,4,-5,109,-1
O=C(CC1CCCCC1)NCc1ccccc1,-2.4,-1.9,-5,12,-8,1,34,110,2
Cc1ccc(-c2nc(N)n(C(=O)Cc3ccccc3)n2)cc1,-1.2,-3.3,-8,21,-12,2,23,.,-5
CCN(CC)CCNC(=O)C12CC3CC(C)(CC(C)(C3)C1)C2,-1.1,0.7,11,2,-7,5,-14,102,-5
O=C(O)CN1C(=O)CCS(=O)c2ccccc21 (stereo not given),-1.2,-2.2,-1,-3,2,3,2,110,4
CC(NC(=O)c1c(O)c2ccccc2n(C)c1=O)c1ccccc1 (stereo not given),-0.5,-3.1,-10,-10,2,4,40,99,-5
Cc1oc(-c2ccc(Cl)cc2)nc1CS(=O)CC(=O)NCCCN(C)C1CCCCC1 (stereo not given),-3.4,-4.4,15,19,-4,2,-26,100,-5
CC(C)[C@H](NC(=O)[C@@H]1Cc2c([nH]c3ccccc23)C2c3ccccc3C(=O)N21)C(=O)N1CCC[C@@H]1C(=O)O (stereo not given in full),0.4,-1.4,-23,10,1,-2,3,99,3
O=C(NC1CCCCCCC1)c1cnccn1,-2.5,-2.3,-5,1,4,2,13,100,-4
CC(=O)Nc1ccc(NC(=O)C(C)c2cccc(C(=O)c3ccccc3)c2)cc1 (stereo not given),-3.7,-1.3,-18,15,-3,3,-14,98,-2
CCOC(=O)Cc1csc(NC(=S)NC(=O)c2ccccc2)n1,-0.5,-3.8,-11,-14,0,-1,-4,126,9
Cc1ccccc1C(=O)Nc1nnc(CC(=O)N/N=C/c2ccncc2)s1,-2.0,-1.5,-10,4,11,.,24,85,0
Cc1ccc(C)c(NC(=O)C2CCCN2C(=O)NC2CCCCC2)c1 (stereo not given),-4.3,-3.4,10,2,-10,-2,34,81,3
Cc1nn(C(=O)c2nn(C)cc2Cl)c(C)c1Br,-3.7,-1.6,-1,6,-19,-4,-13,102,-3
COc1ccc(-c2noc(CCCC(=O)NCC3CCCO3)n2)cc1 (stereo not given),-0.4,-1.9,-16,4,-8,1,45,99,2
CCc1cccc(NC(=O)C2CC2c2ccccc2)c1 (stereo not given),0.3,-1.1,-14,-18,7,0,-19,99,0
CCC(C)(C)NC(=O)CN(C(=O)CNS(=O)(=O)c1ccccc1)c1ccccc1,-2.9,-5.0,-25,-10,-10,1,-2,108,-2
CCc1nnc(NC(=O)C2CC(=O)N(Cc3ccccc3)C2)s1 (stereo not given),-5.0,-0.9,-14,13,5,0,24,103,8
COc1ccc(OC)c(C(=O)c2ccc(C(=O)N3CCCCC3)cc2)c1,-4.1,-4.8,-23,2,-7,4,36,100,-3
CCCCOc1ccc(-c2nnn(CC(=O)c3c[nH]c4ccccc34)n2)cc1,0.0,-2.2,4,44,-6,2,45,99,0
CCC(=O)Nc1ccc(NC(=O)c2ccc3c(c2)OCO3)cc1,-0.3,-3.6,0,10,5,3,12,.,-3
Cc1ccc(/C=N/N2C(=O)c3ccccc3NC2c2ccc(C)cc2)cc1 (stereo not given),0.1,-2.0,-2,-19,-17,3,14,125,-4
O=C(NC1CCN(c2ncccn2)CC1)c1ccccc1F,-3.8,-3.2,-7,12,-15,2,18,102,3
COc1ccc(NC(=O)COC(=O)C23CC4CC(CC(Cl)(C4)C2)C3)c(OC)c1,-0.8,-3.8,-5,-12,5,-1,6,94,-2
CCOC(=O)c1[nH]c2ccc(OC)cc2c1NC(=O)c1ccc2c(c1)OCO2,1.2,-4.5,-8,-1,-8,-1,14,99,-6
CN(C1=NC(=O)C(CC(=O)Nc2ccc(Br)cc2)S1)c1ccc(O)cc1 (stereo not given),-0.1,-0.3,-12,-13,0,-5,-10,105,-9
CCCn1c2ccccc2c2nnc(SCc3[nH]c(=O)[nH]c3C(=O)CCCCC(=O)OCC)nc21,-3.5,-2.9,-17,27,-2,-4,-11,100,-8
Cc1oc(-c2cccs2)nc1CN1CCN(Cc2ccc(F)c(F)c2)C(CCO)C1 (stereo not given),-3.0,-1.2,-1,-2,-12,5,31,101,-15
OCC(CO)(CO)NCc1ccc(-c2ccccc2)cc1,0.1,-1.9,4,17,-7,4,-3,108,-2
C/C(=N\NC(=O)C1CCCN(S(=O)(=O)c2ccccc2)C1)c1ccccn1 (stereo not given),-4.2,-3.8,-10,22,-13,0,2,.,-11
COc1ccc2c(c1)c(CCN1C(=O)c3ccccc3C1=O)cn2C(=O)c1ccco1,-2.5,-1.3,-2,-2,-15,1,-2,99,-2
CC1=C(C(=O)Nc2ccccc2)C(c2ccc(C)o2)N2C(=O)CSC2=N1 (stereo not given),-1.4,-1.4,-5,5,-1,.,-6,99,3
FC(F)(F)c1ccc2c(c1)n(Cc1ccccc1)c1[n+]2CCCCC1,-2.5,-1.9,12,0,-3,5,5,105,22
Cc1ccc(S(=O)(=O)N(C)Cc2ccc(C(=O)N/N=C3\CCCC(=O)C3)cc2)cc1,0.2,-1.5,-13,8,-5,-1,-14,91,0
Cc1cnc(NC(=O)CN2C(=O)C3CC=CCC3C2=O)s1 (stereo not given),-2.3,-1.0,-3,12,1,10,3,100,-7
CCOC(=O)C1CCN(C(=O)C2CC(=O)N(c3ccc4c(c3)OCCO4)C2)CC1 (stereo not given),-2.2,-6.3,-21,-1,-2,5,-36,101,1
COC(=O)CNc1nc(OC)nc(N(C)C)n1,-2.8,-2.1,-1,2,-13,-2,2,101,-2
Cc1nn(C)cc1CNC(=O)c1cc2n(n1)C(C(F)(F)F)CC(c1cccs1)N2 (stereo not given),-3.6,-0.1,-28,1,-16,-2,-48,87,-4
Nc1c(C(=O)NCc2ccc(F)cc2)c2nc3ccccc3nc2n1CCCN1CCOCC1,-1.6,-2.1,-1,45,4,4,11,101,-20
Cc1onc(-c2ccccc2)c1C(=O)N/N=C/c1cc(Br)c(O)c(Br)c1,1.4,-0.2,-6,12,-1,7,.,94,11
O=C(Nc1cc(Cl)ccc1Cl)c1ccco1,-0.5,-2.9,1,11,-13,4,18,105,4
COc1cc(-c2nc(=S)[nH][nH]2)cc(OC)c1OC,-4.7,-2.4,4,11,1,-6,44,98,1
CCn1nccc1C(=O)Nc1ccccc1OC,0.3,-0.6,2,17,-3,4,29,106,0
O=C(/C=C/c1ccccc1)N1CCN(c2ccccn2)CC1,2.6,-1.7,-21,-8,-1,-3,9,93,3
Cc1ccc2nc(Cl)c(/C=N/Nc3ccc(C(=O)O)cc3)cc2c1,-1.6,-3.2,-26,27,-18,-2,-107,99,21
COCCCNC(=O)Cn1nnc(-c2ccc(NC(=O)c3ccc(F)cc3)cc2)n1,-1.7,-2.5,-13,26,-9,-5,-13,103,6
Cc1nc(-c2nc(-c3c(C(=O)NNC(=O)Nc4ccccc4)noc3C)cs2)cs1,-4.1,-3.7,-21,1,3,-5,10,100,-2
CCc1nc(N[C@H](C(=O)O)C(C)CC)c2oc3ccccc3c2n1 (stereo not given in full),0.4,-0.7,-24,-1,-15,3,29,104,9
Cc1ccc(NC(=O)NCCCl)cc1S(=O)(=O)N1CCOCC1,-2.9,-5.2,1,10,-8,1,40,100,-2
Cc1nc2cc(S(=O)(=O)C(F)(F)F)ccc2s1,-2.4,-3.0,2,8,6,4,-31,129*,3
COc1ccc(CCCNC(=O)C2CCC(=O)N(CCCN3CCCC3=O)C2)cc1 (stereo not given),-3.1,-4.1,-15,2,-5,5,8,104,-3
CCC1CCCCN1C(=O)CCNC(=O)Cn1cnc2ccccc2c1=O (stereo not given),-1.9,-1.6,-13,4,-5,3,28,100,5
Cc1cccc(OCC(=O)Nc2nnc(S(=O)(=O)N3CCC(C)CC3)s2)c1,-1.1,-2.8,-28,7,5,4,23,100,25
COC(=O)c1ccccc1OCCOCCOc1cccc2cccnc12,-2.4,-2.1,-26,5,-19,-1,2,125,0
CCC(C)(C)NC(=O)c1cc([N+](=O)[O-])ccc1N1CCOCC1,-4.1,-2.1,-4,2,-4,0,4,157*,9
Cc1ccccc1NC(=O)Nc1cc(S(N)(=O)=O)ccc1C,1.4,0.0,0,-2,0,0,-2,102,4
N#C/C(=C(/O)CSc1n[nH]c(N)n1)c1nc2ccccc2[nH]1,-4.1,-2.9,-3,10,-9,6,10,110,4

# Copied from the list.
# Under IDE cell activ, Cc1cccc(OCC(=O)Nc2nnc(S(=O)(=O)N3CCC(C)CC3)s2)c1 is listed with 4
# Under VIM-2 inhibitor, Cc1ccc2nc(Cl)c(/C=N/Nc3ccc(C(=O)O)cc3)cc2c1 is listed with -1.6

# Full records, quoted from the list.
# Entry for CCC1CCCCN1C(=O)CCNC(=O)Cn1cnc2ccccc2c1=O (stereo not given) = VIM-2 inhibitor: -1.9; IMP-1 inh: -1.6; DNA FID counter: -13; UBC9 SUMO inh: 4; p-CIP stab down: -5; IDE cell activ: 3; PHOSPHO1 inh: 28; MEKK3 PB1 HTS: 100; HCV NS3 hel inh: 5
# Entry for N#C/C(=C(/O)CSc1n[nH]c(N)n1)c1nc2ccccc2[nH]1 = VIM-2 inhibitor: -4.1; IMP-1 inh: -2.9; DNA FID counter: -3; UBC9 SUMO inh: 10; p-CIP stab down: -9; IDE cell activ: 6; PHOSPHO1 inh: 10; MEKK3 PB1 HTS: 110; HCV NS3 hel inh: 4

# More structures
SMILES,VIM-2 inhibitor,IMP-1 inh,DNA FID counter,UBC9 SUMO inh,p-CIP stab down,IDE cell activ,PHOSPHO1 inh,MEKK3 PB1 HTS,HCV NS3 hel inh
CC1=C(C(=O)OCc2ccc3c(c2)OCO3)C(c2ccc(O)c([N+](=O)[O-])c2)NC(=O)N1 (stereo not given),-3.6,-2.1,-3,12,-90,6,32,103,9
Cc1cc(N2CCOCC2)nc(N)n1,-1.6,-2.1,1,12,-5,0,36,103,5
CCCCNc1c2c(nc3c(-c4ccccc4)c(C)nn13)CCC2,-1.9,-1.5,-2,20,-2,-4,-12,102,-3
O=C(NCc1cccnc1)c1noc2c1CCCC2,1.8,-1.2,-8,9,3,-1,-2,110,5
O=C(NC(Cc1ccccc1)C(=O)O)c1ccc(S(=O)(=O)N2CCOCC2)cc1 (stereo not given),-2.3,-1.1,-17,-3,-2,-3,-5,102,4
COc1ccc(CNc2ncnc3sccc23)cc1,0.1,-2.0,-5,2,-25,-1,6,98,-5
COc1ccc(-n2cc(CN3CCCC3)c(-c3cccc(F)c3)n2)cc1,0.2,-1.1,22,7,6,5,61*,93,-23

# PHOSPHO1 inh, hit marks shown above
molecule,VIM-2 inhibitor,IMP-1 inh,UBC9 SUMO inh,p-CIP stab down,IDE cell activ,PHOSPHO1 inh,MEKK3 PB1 HTS,HCV NS3 hel inh
COc1ccc(-n2cc(CN3CCCC3)c(-c3cccc(F)c3)n2)cc1,0.2,-1.1,7,6,5,61*,93,-23

# Not all compounds are listed; rates above refer to the full screens.
